BCLXL inh: blocks human Bcl-xL binding to Bim BH3 peptide; Q07817; GST-Bcl-xL / FITC-Bim BH3 peptide fluorescence polarization; inhibition, % at 10.9 µM; 320,000 tested, 0.7% active;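 active = inhibition above the mean of all tested compounds plus 3 SD, cutoff set per campaign, cut at about 30% in these data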;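 also: 0% = DMSO wells and 100% = unlabeled Bim-BH3 peptide competitor; inhibitors lower millipolarization by displacing the labeled peptide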
MEX-5 binding: C. elegans MEX-5 TCR-2 RNA binding activity; Q9XUB2; MEX-5/FITC-TCR2 RNA binding, fluorescence polarization; active compounds read low; activity score (negative = inhibition of binding), % at 10 µM; 300,000 tested, 0.38% active; AID 1832;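 active = inhibition past about -25% in most replicates, and total fluorescence under double the plate's negative control median, limit read from the data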;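 also: 0% = DMSO and -100% = 5 µM competing unlabeled TCR2 RNA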
GLD-1 RNA inh: GLD-1-TGE RNA interaction inhibition (C. elegans). purified GLD-1 + fluorescein TGE RNA, fluorescence polarization. inhibition, % at 5.96 µM. 320,000 tested, 0.44% active. AID 2280;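 active = percent inhibition above a per-plate cutoff, the plate mean of test compounds plus 3 SD, cut at about 30% in these data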;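 also: 0% = DMSO wells with GLD-1 and probe and 100% = wells lacking GLD-1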
VLA-4 inh: inhibition in a human VLA-4 binding assay. P13612. VLA-4 expressing cells, ligand binding flow cytometry. inhibition, % (about 7 µM as worked out from the volumes in the protocol). 330,000 tested, 0.2% active. AID 2557; in the data active = inhibition above about 50%
GRK2 inh: inhibitors of human GRK2 displacing RNA aptamer; P25098; bead flow cytometry, FAM-aptamer displacement from GRK2; inhibition of aptamer binding, % at 10 µM; 330,000 tested, 0.59% active; AID 488847;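 active = inhibition of aptamer binding above 40%, roughly 3 SD of noise, on plates passing a quality check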;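 also: median bead fluorescence of bound FAM aptamer so fluorescent compounds give negative values; no value below 0 was filed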
Target sequence (P25098 whole entry, looked up): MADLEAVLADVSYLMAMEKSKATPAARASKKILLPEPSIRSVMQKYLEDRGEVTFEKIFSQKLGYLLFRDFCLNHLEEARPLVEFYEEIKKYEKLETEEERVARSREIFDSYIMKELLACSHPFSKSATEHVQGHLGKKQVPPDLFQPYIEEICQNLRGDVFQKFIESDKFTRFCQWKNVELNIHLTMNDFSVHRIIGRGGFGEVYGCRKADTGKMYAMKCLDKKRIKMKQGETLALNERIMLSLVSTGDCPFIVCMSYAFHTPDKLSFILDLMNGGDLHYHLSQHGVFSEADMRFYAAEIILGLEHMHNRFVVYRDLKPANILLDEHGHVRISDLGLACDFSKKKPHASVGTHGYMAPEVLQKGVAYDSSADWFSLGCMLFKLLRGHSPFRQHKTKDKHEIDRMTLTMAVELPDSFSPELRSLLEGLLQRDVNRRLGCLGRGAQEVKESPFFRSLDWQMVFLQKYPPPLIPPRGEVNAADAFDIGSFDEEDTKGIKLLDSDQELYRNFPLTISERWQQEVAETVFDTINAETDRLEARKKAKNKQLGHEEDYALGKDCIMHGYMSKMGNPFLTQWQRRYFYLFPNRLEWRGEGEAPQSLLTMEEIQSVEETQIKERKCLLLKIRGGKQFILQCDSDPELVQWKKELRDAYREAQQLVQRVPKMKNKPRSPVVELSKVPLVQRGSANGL
CIT2 TOR yeast: modulators of TOR pathway CIT2-GFP in S. cerevisiae; GFP response vs DMSO, % at 10 µM; S. cerevisiae CIT2-GFP strain, flow cytometry, 3 h; 100 means same as DMSO wells; AID 2029; 320,000 tested, 0.065% active;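 active = GFP response relative to DMSO above a set limit, near the screen mean plus 3 SD, cut at about 150% in these data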;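 also: ratio of well median GFP fluorescence to mean of DMSO wells on the plate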
AGP1-GFP MLPCN: alters AGP1-GFP fluorescence in TOR pathway yeast screen; GFP response vs DMSO, % at 10 µM; S. cerevisiae AGP1-GFP multiplex flow cytometry, 3 h; GFP as percent of DMSO wells; 320,000 tested, 0.02% active;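 active = GFP response relative to DMSO above a set limit, near screen average plus 3 SD, cut at about 150% in these data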;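 also: median GFP channel fluorescence of the gated AGP1 strain per well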
Fam108B counter: blocks mouse Fam108B hydrolase in RBBP9 counter-screen. inhibition, % at 9.51 µM. recombinant Fam108B, FP-Rh probe fluorescence polarization. 300,000 tested, 0.33% active;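 active = inhibition above the screen mean inhibition plus 3 SD, computed separately per campaign, cut at about 18% in these data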;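 also: inhibitors lower polarization as less probe binds the enzyme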
MCL1 BIM primary: disrupts human MCL1 binding to BIM-BH3 peptide; Q07820; GST-MCL1 / FITC-Bim-BH3 fluorescence polarization; inhibition, % at 10.9 µM; 320,000 tested, 0.68% active;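 active = inhibition above the mean inhibition of all tested compounds plus 3 SD, set per campaign, cut at about 40% in these data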;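 also: 0% = DMSO wells and 100% = unlabeled Bim-BH3 peptide control; higher means more loss of mP so more displacement of Bim peptide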
Target sequence (Q07820 whole entry, looked up): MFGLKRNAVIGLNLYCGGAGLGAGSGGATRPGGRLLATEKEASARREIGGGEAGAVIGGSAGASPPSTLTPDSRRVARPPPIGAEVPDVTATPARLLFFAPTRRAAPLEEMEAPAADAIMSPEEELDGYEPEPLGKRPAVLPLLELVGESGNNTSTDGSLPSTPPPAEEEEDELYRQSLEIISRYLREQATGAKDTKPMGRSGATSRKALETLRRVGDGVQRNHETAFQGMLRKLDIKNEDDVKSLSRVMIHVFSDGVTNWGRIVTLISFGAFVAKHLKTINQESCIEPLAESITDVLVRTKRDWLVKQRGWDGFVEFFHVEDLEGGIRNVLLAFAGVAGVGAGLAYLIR
Numbers without * were called inactive; . = not tested or not shown.

SMILES	BCLXL inh	MEX-5 binding	GLD-1 RNA inh	VLA-4 inh	GRK2 inh	CIT2 TOR yeast	AGP1-GFP MLPCN	Fam108B counter	MCL1 BIM primary
CN1CCN(CCc2cn3ncc(C#N)c3nc2-c2ccc(F)cc2)CC1	10	-0.1	0	12	3	97	89	2	6
COCCOC(=O)c1c(NC(=O)CN2CCc3ccccc32)sc(C(N)=O)c1C	3	1.2	-5	-5	2	101	100	2	5
CC(=O)c1ccc(S(=O)(=O)Nc2cccc(-c3ccc(N4CCOCC4)nn3)c2)cc1	-2	-0.6	4	-6	1	103	97	2	-4
O=C(CCS(=O)(=O)c1ccccc1)Nc1nc2cc3c(cc2s1)OCCO3	3	1.2	7	23	4	95	95	-5	-1
Cc1ccc(N(CC(N)=O)C2SC(=O)NC2=O)cc1 (centres undefined)	8	-3.2	4	1	5	99	105	-1	10
CCOc1cc(N2CCOCC2)c(OCC)cc1NC(=O)c1cccc(S(=O)(=O)N2CCOCC2)c1	.	.	-6	-9	30	98	100	.	.
COc1nc(N(C)C)nc(N(C#N)CCOC(C)=O)n1	2	-4.9	6	1	4	94	89	-2	0
O=C(NNC(=O)NC1CCCCC1)NC1CCCCC1	5	0.8	7	20	0	102	100	0	8
c1coc(C2=Nc3cccc4cccc(c34)N2)c1	14	-2.2	9	18	1	98	98	9	24
c1ccc(CSc2nnc3c4ccccc4c4ccccc4c3n2)cc1	5	-0.5	2	-10	0	102	94	-6	3
Cc1cccc(OCC(=O)N/N=C/c2cn[nH]c2-c2ccc(Cl)c(Cl)c2)c1	-1	-0.9	2	0	0	107	107	-16	3
CCN1CCN(c2c(/C=C3\SC(=S)N(Cc4ccco4)C3=O)c(C)c(C#N)c(=O)n2C)CC1	-115	-16	-156	-55	0	99	99	-8	-171
Cc1cccc2cc(C#N)c(N3CCOCC3)nc12	5	-3.2	-5	18	4	95	97	2	4
CCCCCCn1nc(C(=O)Nc2nc3c(s2)CCCC3)c2ccccc2c1=O	-2	2.8	5	6	2	99	95	3	0
CCCn1c(SCC(=O)Nc2ccccc2CC)nnc1C(C)C	-2	-1.3	-4	15	0	104	100	0	-2
CCOC(=O)C1CCCN(c2ccc(NC(=O)c3snc4c(=O)[nH]cnc34)cc2)C1 (centres undefined)	5	-4.0	8	-3	3	94	93	2	6
CC(C)(C)NC(=O)Cn1nnc(-c2ccc(OCc3c(F)cccc3Cl)cc2)n1	3	-2.1	-1	2	3	107	100	-5	2
CCCCSc1nnc([C@H](CC(C)C)NC(=O)OC(C)(C)C)o1	-1	0.6	-2	12	0	92	94	0	2
Cc1ccc(CN2CCN(c3ccccc3)CC2)o1	4	-4.1	6	1	8	102	102	8	9
CC(NC(=O)c1ccco1)C(=O)N1CCN(c2cccc(Cl)c2)CC1 (centres undefined)	1	.	4	-3	0	91	95	.	6
CS(=O)(=O)N(CC(=O)NC1CC1)C1CCCCC1	2	0.7	6	3	0	99	99	-4	-1
COc1ccc(NC(=O)CSc2n[nH]c(CNc3cccc(C)c3)n2)cc1	7	2.8	9	6	3	111	104	1	5
COc1ccc(NC(=O)CCCn2c(=S)[nH]c3ccccc3c2=O)cc1	2	-0.4	6	-22	0	102	100	-3	0
CC1CN(CCc2ccccc2)C(C)C/C1=N/O (centres undefined)	1	3.5	6	25	0	100	110	-5	-6
CCN(CC)CCN1C(=O)C2C(C(=O)Nc3cc(C)cc(C)c3)C3C=CC2(O3)C1C(=O)NC1CCCCC1 (centres undefined)	6	-1.5	-7	23	0	94	96	0	3
CS(=O)(=O)N(CC(=O)O)c1cc(C(F)(F)F)ccc1Cl	0	.	0	-3	1	71	76	7	4
CCC(Sc1ncccc1C(=O)O)C(=O)N1CCOCC1 (centres undefined)	0	-1.4	4	3	0	112	34	2	8
CCN(CC)CCNc1nc(C(F)(F)F)nc2c1nnn2Cc1ccccc1	1	1.0	2	19	0	114	109	1	-1
C#CCSc1nc2sc3c(c2c(=O)n1C)CCC3	4	1.8	2	-35	55*	104	101	3	12
COc1ccc(Cl)cc1S(=O)(=O)N1CCN(C(=O)COc2ccccc2)CC1	6	1.3	-10	8	2	106	102	1	1
O=C(O)Cc1ccccc1C(=O)O	-1	0.3	0	-9	12	.	104	-1	3
CC1CCN(CCn2c(=S)[nH]c3ccccc3c2=O)CC1	-1	2.7	-5	-1	1	101	99	1	0
CC(C)Sc1oc(-c2ccco2)nc1S(=O)(=O)c1ccc(F)cc1	4	2.5	1	-4	0	92	100	3	12
CCOC(=O)c1c(C)[nH]c(C)c1C(=O)COC(=O)c1ccc(Cl)c(S(=O)(=O)NCc2ccccc2)c1	-1	1.7	-4	1	8	106	101	6	-16
CCc1ccc(NC(=O)CCc2nnc3ccc(N4CCCC4)nn23)cc1	1	-4.3	6	6	0	104	100	0	0
O=C1CCCC(O)=C1N=Nc1ccc(S(=O)(=O)N2CCOCC2)cc1	9	-2.8	5	-7	0	102	104	6	5
COC(=O)c1ccc(/C=C/c2c(-c3ccsc3)oc3ccc(N4CCOCC4)cc23)cc1	1	2.0	1	8	0	98	102	6	3
COc1ccc2[nH]c(O)c(N=O)c2c1	-8	-2.9	5	.	0	101	105	11	-15
CC(=O)Nc1ccc(S(=O)(=O)Nc2nc3ccc([N+](=O)[O-])cc3s2)cc1	9	-1.4	9	0	1	109	104	-3	5
O=c1cc(N2CCCCC2)c(-c2ccccc2)nn1Cc1cccc(F)c1	-3	-2.0	8	-10	1	96	95	2	-9
COc1cc(/C=C/C(=O)OCC(=O)Nc2ccc(C)c(S(=O)(=O)N3CCCCC3)c2)ccc1O	0	-2.0	-1	15	1	101	102	-1	-14
CCOC(=O)c1c2n(c3c(NCc4ccccc4)ncnc13)CCCC2	2	0.9	-5	-17	0	108	107	7	7
O=C(c1ccc(Cn2cc([N+](=O)[O-])cn2)o1)N1CCCCCC1	6	-1.0	1	0	1	103	98	-2	5
O=C(NCc1ccccn1)c1ccc2nc(C3CCCCC3)oc2c1	1	-1.2	-1	-3	5	101	101	0	-3
COc1ccccc1Nc1cc(N2CCOCC2)c2nonc2c1[N+](=O)[O-]	7	-0.1	0	-3	3	121	113	3	10
CCCOc1ccc(C(=O)NNC(=S)NC(=O)CC)cc1	7	2.4	2	5	1	81	87	1	6
COc1cc(NS(=O)(=O)c2ccc(NC(=O)COc3cccc(C)c3)cc2)nc(OC)n1	-1	1.8	2	1	1	104	100	7	5
O=C(CC1C[C@H](C(=O)N2CCOCC2)[C@@]2(CCC3CCCC3)c3[nH]c4ccccc4c3CCN2C1=O)NCCCn1ccnc1 (some centres undefined)	.	.	5	9	7	105	103	.	.
CCOC(=O)C1CCCN(C(=O)c2cc(S(=O)(=O)N(C)C)ccc2N2CCCC2)C1 (centres undefined)	-3	-1.6	-10	-17	0	94	106	0	3
CCS(=O)(=O)N1Cc2ccccc2CC1C(=O)Nc1nc(C)cs1 (centres undefined)	-9	-1.7	4	14	0	92	99	-1	-14
COc1ccc(OCC(=O)OC(C)CN2CCCCC2)cc1 (centres undefined)	0	1.4	7	4	1	98	96	-4	0
O=C(NC1CCCC1)c1c(O)nc2sccn2c1=O	6	1.8	7	-5	0	88	100	0	5
NC(=O)c1ccc(-c2ccccc2F)cc1	-12	2.2	-6	20	0	99	102	-3	-19
O=C(COC(=O)c1ccccc1Sc1ccc(C(F)(F)F)cc1[N+](=O)[O-])NC(=O)NC1CCCC1	2	0.4	-8	-14	4	95	99	-3	-9
Cc1ccc(NC(=O)CCc2c(C)nn(-c3ccc(N4CCOCC4)nn3)c2C)cc1	6	0.2	3	26	2	102	102	4	9
O=C(/C=N/NC(=O)c1ccccc1Br)c1ccccc1	-2	0.9	1	10	2	105	105	4	2
CC(NC(=O)Nc1cccc(F)c1)c1ccc2c(c1)OCO2 (centres undefined)	1	1.4	4	-3	1	90	88	-1	4
O=C(COC(=O)C1CCC(N2C(=O)C3C4CCC(C4)C3C2=O)CC1)c1ccc(F)cc1 (centres undefined)	1	1.6	1	4	1	104	107	-3	-2
CC1CCN(Cc2nnnn2CCCC(=O)NC(c2ccccn2)C(F)(F)F)CC1 (centres undefined)	6	3.9	3	-2	0	102	97	-3	6
CCN[C@H]1C[C@H](C)S(=O)(=O)c2sc(S(N)(=O)=O)cc21	-2	.	1	-2	0	78	84	-5	-2

The list goes on:
SMILES	BCLXL inh	MEX-5 binding	GLD-1 RNA inh	VLA-4 inh	GRK2 inh	CIT2 TOR yeast	AGP1-GFP MLPCN	Fam108B counter	MCL1 BIM primary
CCn1c(CC(=O)Nc2ccc(C)c(Cl)c2)nnc1SCCOc1ccc(OC)cc1	4	-1.6	4	3	0	99	100	1	7
O=C(Oc1ccc(Cl)cc1)c1ccc(COC(=O)c2cnccn2)cc1	-2	2.1	4	-1	0	103	102	-3	1
CC(=O)Nc1ccc(SCC(=O)c2cc(C)ccc2C)cc1	-3	-1.5	1	-3	0	105	92	1	-14
NC(=O)COC(=O)CC(NC(N)=O)c1ccc(Cl)cc1 (centres undefined)	8	0.0	3	7	0	105	103	2	-3
COC(=O)c1ccc(NC(=O)Cc2ccc(F)cc2)cc1	3	-3.7	0	13	1	102	98	0	-3
CC(NCCOCCOc1ccccc1)c1ccccc1 (centres undefined)	3	0.6	7	19	0	98	112	5	2
COc1ccc(-c2nnn(CC(=O)N(c3cccc(O)c3)C(C)C(=O)NC3CCCC3)n2)cc1OC (centres undefined)	3	-1.6	2	-3	2	102	105	1	2
c1csc(-c2noc(CN3CCN4CCCC4C3)n2)c1 (centres undefined)	6	-2.8	3	-6	0	102	108	4	4
O=C1CN(C(=O)CN2C(=O)NC3(CCCCC3)C2=O)c2ccccc2N1	-9	0.8	-4	-7	0	105	104	-4	-8
Cc1n[nH]c(=O)c2c(NC(=O)CSc3ccc(F)cc3)oc(C)c12	1	4.0	-1	-2	0	95	100	4	4
OC1(CNCc2ccccc2)C2CC3CC(C2)CC1C3 (centres undefined)	-2	-0.6	0	4	0	98	102	-2	-2
Cc1ccc(CN2C(=O)CCC2C(=O)NCCCN2CCCC(C)C2)cc1 (centres undefined)	3	1.5	-9	-10	0	119	.	9	0
C/C(=N\NS(=O)(=O)c1ccc(C)cc1)c1cccs1	4	0.4	6	5	2	102	98	3	-3
O=C(Nc1nc2ccccc2[nH]1)c1ccccc1OC(F)F	3	-0.2	8	19	2	95	93	-5	-2
O=C(Nc1cccs1)OCCN1CCN(Cc2ccccc2)CCC1=O	-1	1.5	-14	12	1	98	83	4	2
CCCCc1c(CCC)c(=N)c2ccccc2n1C	-12	0.8	4	-1	3	101	109	0	-28
COc1ccc(OC)c(C(=O)Nc2ccc3[nH]ccc3c2)c1	7	0.3	5	1	6	97	87	-4	0

3 compounds already listed, arranged by formula weight, low to high.
SMILES	BCLXL inh	MEX-5 binding	GLD-1 RNA inh	VLA-4 inh	GRK2 inh	CIT2 TOR yeast	AGP1-GFP MLPCN	Fam108B counter	MCL1 BIM primary
COc1ccc(OC)c(C(=O)Nc2ccc3[nH]ccc3c2)c1	7	0.3	5	1	6	97	87	-4	0
Cc1ccc(CN2C(=O)CCC2C(=O)NCCCN2CCCC(C)C2)cc1 (centres undefined)	3	1.5	-9	-10	0	119	.	9	0
COc1ccc(-c2nnn(CC(=O)N(c3cccc(O)c3)C(C)C(=O)NC3CCCC3)n2)cc1OC (centres undefined)	3	-1.6	2	-3	2	102	105	1	2

Screens as filed in PubChem BioAssay.
